# CHRM5 PAM = CHRM5 positive allosteric modulation; P08912; CHO-K1 hM5, Fluo-8 calcium, ACh EC20 PAM; 0% = ACh EC20, 100% = ACh EC100; activation, % at 3 µM; actives 0.3% (n = 360,000); AID 624038;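 active = activation above the run cutoff, the mean activation of all test compounds plus 3 SD, cut at about 18% in these data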
# Target sequence (P08912 whole entry, looked up): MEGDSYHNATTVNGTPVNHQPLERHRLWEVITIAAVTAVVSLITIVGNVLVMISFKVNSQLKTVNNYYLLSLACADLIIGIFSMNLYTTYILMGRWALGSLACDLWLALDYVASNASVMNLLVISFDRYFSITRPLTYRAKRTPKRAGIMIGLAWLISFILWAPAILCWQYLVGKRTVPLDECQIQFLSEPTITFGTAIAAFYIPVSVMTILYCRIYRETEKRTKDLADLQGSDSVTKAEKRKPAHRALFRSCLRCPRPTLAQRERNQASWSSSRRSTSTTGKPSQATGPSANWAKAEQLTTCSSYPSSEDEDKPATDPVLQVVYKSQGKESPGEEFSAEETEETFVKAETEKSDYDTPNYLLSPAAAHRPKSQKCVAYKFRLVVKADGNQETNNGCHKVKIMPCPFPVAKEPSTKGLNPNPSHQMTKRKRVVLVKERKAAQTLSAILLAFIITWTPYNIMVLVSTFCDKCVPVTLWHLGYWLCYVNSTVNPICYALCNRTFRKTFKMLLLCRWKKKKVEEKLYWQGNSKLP
#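 Measured by: Fluo-8 calcium fluorescence; material: human M5 receptor in CHO-K1 cells; schedule: Post-acetylcholine fluorescence recording 140 s; benchmarks: low control EC20 acetylcholine (0%), high control EC100 acetylcholine (100%); read-out: Max/basal fluorescence ratio as % of EC20–EC100 ACh window; compound: single dose, 3 µM nominal final test concentration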
# M4 PAM = positive allosteric modulators of human muscarinic M4 receptor | AID 624126 | activation, % at 3 µM | P08173 | CHO-K1 hM4/Gqi5, Fluo-8 calcium fluorescence, ACh EC20; 0% = ACh EC20, 100% = maximal ACh | actives 0.4% (n = 360,000);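 active = activation above its plate's cutoff, the mean activation of sample wells plus 3 SD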; note: some results filed as inactive read as strong as hits
# Target sequence (P08173 whole entry, looked up): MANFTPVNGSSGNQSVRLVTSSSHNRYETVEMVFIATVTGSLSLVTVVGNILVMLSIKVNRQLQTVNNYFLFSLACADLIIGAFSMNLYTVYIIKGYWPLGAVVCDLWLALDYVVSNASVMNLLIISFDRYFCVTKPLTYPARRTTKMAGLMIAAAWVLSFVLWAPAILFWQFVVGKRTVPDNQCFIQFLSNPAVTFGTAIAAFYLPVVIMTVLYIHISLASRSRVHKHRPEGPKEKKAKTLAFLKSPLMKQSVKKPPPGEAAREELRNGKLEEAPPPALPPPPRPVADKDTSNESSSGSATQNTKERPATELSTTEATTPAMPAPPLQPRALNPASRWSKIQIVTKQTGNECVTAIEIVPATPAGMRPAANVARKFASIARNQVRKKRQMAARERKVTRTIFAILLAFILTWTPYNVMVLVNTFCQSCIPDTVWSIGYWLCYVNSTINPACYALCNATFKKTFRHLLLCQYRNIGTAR
# CHRM5 agonist = CHRM5 agonism in calcium assay; P08912; CHO-K1 hM5 cells, Fluo-8 calcium fluorescence; 0% DMSO wells, 100% maximal acetylcholine response; activation, % at 3 µM; actives 0.19% (n = 360,000); AID 624037;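 active = activation above the run's mean over test compounds plus 3 SD, cut at about 23% in these data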;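 note: signal is peak over basal fluorescence ratio across the kinetic read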
# CHRM4 agonist = agonists of human muscarinic M4 receptor (CHRM4). P08173. CHO-K1 hM4/Gqi5, Fluo-8 calcium fluorescence; vehicle 0%, full acetylcholine response 100%. activation, % at 3 µM. actives 0.14% (n = 360,000). AID 624127;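 active = activation above the run mean over all test wells plus 3 SD, cut at about 32% in these data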;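 note: peak over basal fluorescence ratio per well then scaled between controls; 0% = DMSO wells and 100% = acetylcholine at EC100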
# CHRM5 antagonist = antagonists of human muscarinic M5 receptor (CHRM5); CHO-hM5 cells, Fluo-8 calcium fluorescence, ACh EC80; inhibition, % at 3 µM; actives 0.59% (n = 360,000); AID 624040;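 active = inhibition above a per-plate cutoff, the mean of that plate's test compounds plus 3 SD, cut at about 27% in these data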;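 note: 0% = acetylcholine EC80 with DMSO and 100% = DMSO without agonist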
# CRFR2-BP ag = CRF-BP/CRF-R2 complex agonism; HEK293 CRF-R2/CRF-BP, calcium dye fluorescence (FLIPR); percent of saturating CRF peptide response; activation, % at 13.2 µM; actives 0.46% (n = 350,000); AID 588473;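 active = activation of at least 50%, plus an integration ratio under a set limit after plate pattern correction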;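 note: plate controls were neutral control wells without compound for no effect and CRF at EC100 for full effect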
# CRFR2-BP antag = CRF-BP/CRF-R2 complex antagonism. HEK293 CRF-R2/CRF-BP, CRF-induced calcium fluorescence. inhibition, % at 11.8 µM. actives 0.59% (n = 350,000). AID 588475;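 active = inhibition of the ligand-induced calcium signal above about 50% at the single tested concentration, limit read from the data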
# CHRM4 antagonist = blocks acetylcholine activation of human M4 receptor | CHO-hM4 cells, ACh EC80, Fluo-8 calcium fluorescence | AID 624125 | actives 0.73% (n = 360,000) | inhibition, % at 3 µM | P08173;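 active = inhibition above its plate's cutoff, the mean inhibition of sample wells plus 3 SD, cut at about 27% in these data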;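 note: 0% = acetylcholine EC80 with DMSO and 100% = DMSO without agonist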
# IDE cell inh = inhibitors of human insulin-degrading enzyme in cells; P14735; HEK cells, FAbetaB cleavage, fluorescence polarization; inhibition, % at 5.59 µM; actives 0.41% (n = 320,000);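 active = percent inhibition above the average of all tested compounds plus 3 SD, set per screening campaign, cut at about 16% in these data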;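 note: IDE supplied by intact live HEK cells; FP after avidin binding of uncleaved biotin substrate so inhibition keeps polarization high; 0% = DMSO wells and 100% = 60 µM reference IDE inhibitor Ii1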
# Starred values were filed as active, the others as inactive; / = no result given.
SMILES,CHRM5 PAM,M4 PAM,CHRM5 agonist,CHRM4 agonist,CHRM5 antagonist,CRFR2-BP ag,CRFR2-BP antag,CHRM4 antagonist,IDE cell inh
Cc1cc(=O)[nH]c(SCc2nnnn2-c2ccc(Cl)cc2)n1,-3,16,-1,1,1,-0.7,-9,-12,11
C/C(=N\NC(=O)C1(C)CC1(Br)Br)c1ccc(NC(=O)c2ccc(C)o2)cc1 (stereo unspecified),2,-3,-3,1,-4,-0.7,-29,-4,0
COc1ccc(NC(=O)CSc2nnc(CN3CCOCC3)n2C)cc1Cl,3,9,-4,1,5,0.2,-1,-10,22*
COc1ccccc1N1CN(S(=O)(=O)c2ccc(C)cc2)c2nc3ccccc3nc21,11,-4,3,0,-5,-1.1,24,7,3
O=C(Nc1ccc(F)cc1)c1ccc2c(=O)n(CC3CCCO3)c(=S)[nH]c2c1 (stereo unspecified),-2,10,1,3,1,0.2,3,-28,-5
Cc1cccc(C(O)c2ncc(-c3ccc(F)cc3)[nH]2)c1C (stereo unspecified),-6,3,2,2,6,/,/,-1,/
CN(CC(=O)Nc1cccc(F)c1)C(=O)C1(c2ccccc2)CC1,9,16,-1,3,8,0.5,2,-18,-6
Cc1ccccc1OCC(=O)Nc1ccccc1C(=O)NC1CC1,-22,-2,-1,19,7,-1.6,3,-23,2
Cc1cc(C(=O)CSc2nnc(-c3ccco3)o2)c(C)n1Cc1ccco1,-10,-2,-3,6,4,-0.9,3,3,-1
CC1CCN(S(=O)(=O)c2cc(C(=O)N3CCN(c4ccccc4)CC3)ccc2Br)CC1,-10,-9,2,13,10,0.9,-2,6,/
CCn1c(CCC(=O)Nc2nc3c(s2)CCCC3)nc2cc(S(=O)(=O)N(C)C)ccc21,-10,11,-10,3,-8,-0.7,10,0,0
Cc1ccc(CS(=O)Cc2ccc(C(=O)N3CCN(c4ccc(F)cc4)CC3)o2)cc1 (stereo unspecified),-6,-4,0,7,9,0.5,12,-1,-2
Cc1cccc(C(=O)NC(=S)NC(C)c2ccccc2)c1 (stereo unspecified),2,-8,-5,-1,-2,1.1,-24,3,11
COc1ccc(C(C(=O)NCc2ccccc2)n2c(-c3ccncc3)nc3ccccc32)cc1 (stereo unspecified),-11,2,2,6,19,/,/,0,/
COc1ccc(OC)c(CCNC(=O)CC2Oc3ccc(C)cc3NC2=O)c1 (stereo unspecified),-7,-5,0,1,2,-3.0,5,-14,/
COCCn1c(Cc2ccccc2)nnc1SCC(=O)Nc1ccccc1,9,1,-1,0,0,-1.6,5,-5,1
O=C(OCC(=O)N1CCCc2ccccc21)c1cc(S(=O)(=O)N2CCOCC2)ccc1O,6,1,3,2,-5,0.1,-9,-6,-5
CN(CC(=O)NCCc1ccc(S(N)(=O)=O)cc1)S(=O)(=O)/C=C/c1ccccc1,1,-8,-3,2,6,2.0,-10,-11,-3
O=C(NCC(=O)N1CCN(c2ccccc2O)CC1)C1CCCCC1,4,1,4,6,-7,0.1,4,-9,12
c1ccc(C2CCCN(Cc3nc(CC4CC4)no3)CC2)cc1 (stereo unspecified),6,10,-3,0,-6,-2.6,17,-2,1
COc1ccc(CNC(=O)CSc2ccc(Br)cc2)cc1OC,-2,12,0,3,2,1.4,9,13,-5
CSCC(=O)N1CCc2ccc(NC(=O)c3ccccc3Cl)cc2C1,-7,-4,-1,2,8,-2.1,29,-4,4
COc1ccc(/C=C/C(=O)N[C@@H](C)C(=O)O)cc1,18,28,-2,2,-3,5.2,-4,-14,1
COc1ccc(OCCCC(=O)NCC(C)C)cc1,0,3,-2,1,8,0.1,-11,0,4
O=C1CCCN1CCC1CCN(C(=O)Nc2ccccc2)CC1,2,1,-3,0,0,-1.6,0,-3,-1

# (listing goes on)
SMILES,CHRM5 PAM,M4 PAM,CHRM5 agonist,CHRM4 agonist,CHRM5 antagonist,CRFR2-BP ag,CRFR2-BP antag,CHRM4 antagonist,IDE cell inh
CC(=O)Oc1ccc(N2C(=O)C3C4C=CC(CO)(O4)C3C2=O)cc1 (stereo unspecified),3,12,0,1,-6,0.8,4,-6,1
CC(=O)Nc1ccc(C)c(NC(=S)Nc2ccc(F)cc2)c1,-22,-30,4,15,10,1.8,1,9,2
Cc1nc(-c2ccccc2)cc(-c2ccccc2)n1,12,12,8,-1,-8,-1.9,-2,-2,-1
Cc1ccc2nc(N(CCN(C)C)C(=O)/C=C/c3cccs3)sc2c1,-3,-5,2,9,5,4.4,-64,3,-3
CC(=O)Nc1cc(-c2ccc(S(C)(=O)=O)cc2)cn2c(-c3ccc(F)cc3)cnc12,-9,-2,1,1,9,/,/,-14,/
Cc1cccc(N2CCN(C3=NC(=O)C(=C4CCCCC4)S3)CC2)c1,-10,-13,3,1,5,-0.9,-5,21,-3
CCCOc1ccc(-c2csc(N)n2)cc1[N+](=O)[O-],-6,-5,-3,2,-5,0.0,-17,0,1
O=C(C=Cc1cccc(O)c1)c1ccccc1O,-7,4,1,13,17,1.4,-16,-5,/
NS(=O)(=O)c1ccc(N/C=C\C(=O)c2cccc3ccccc23)cc1,-5,3,0,2,-1,-1.8,-23,-7,2
O=C(CN1C(=O)CC(c2ccco2)Sc2ccccc21)Nc1ccc2c(c1)OCCO2 (stereo unspecified),-13,-16,0,14,9,-0.4,-11,-6,-6
CC(Sc1nncn1C)C(=O)Nc1nnc(-c2ccccc2)s1 (stereo unspecified),-1,6,3,3,-3,-0.5,-5,-23,2
CC(C)(C)OC(=O)N1CSC[C@H]1C(=O)NC[C@H](CC(=O)O)c1ccc(Cl)cc1,-1,6,1,1,0,1.6,8,-10,-3
CC(=O)Nc1ccc(NC(=O)Cn2nc([N+](=O)[O-])c(Br)c2C)cc1,0,2,3,1,3,-0.2,23,3,1
Cn1nc(C(=O)Nc2cccc(S(=O)(=O)N3CCCCC3)c2)c2ccccc2c1=O,-33,-17,-4,14,7,0.6,-23,10,/
N#CC1=C(N)SC(N)=C(C#N)C1Cc1ccccc1,-14,-8,8,13,19,47,-42,6,12
Cc1c(C(=O)c2ccc(Cl)c([N+](=O)[O-])c2)c2ccccn2c1CCC#N,-9,10,-1,7,13,-1.6,13,5,8
CC1CSc2n(-c3cccc(C(F)(F)F)c3)cc(-c3ccccc3)[n+]21 (stereo unspecified),-8,-15,-18,0,12,-0.1,-4,8,-3
CC(=O)N1CCN(CC(=O)Nc2ccc(Cl)c(S(=O)(=O)N(C)C)c2)CC1,7,6,1,1,-11,-0.7,42,-8,1
Cc1cc(C)c2oc(C(=O)N(Cc3ccc(F)cc3)C3CCS(=O)(=O)C3)cc(=O)c2c1 (stereo unspecified),0,2,-3,3,-1,-0.1,-3,-9,6
CC(=O)NC(NC(=S)N1CCCCCC1)C(Cl)(Cl)Cl (stereo unspecified),-7,-7,-2,1,-5,0.4,-13,1,2
COc1cc(NC(=O)Cn2ccsc2=N)cc(OC)c1,4,2,-1,1,-2,-1.5,-8,10,-4
N/C(=N\S(=O)(=O)c1cccs1)c1ccccc1,-9,-2,-3,1,3,-2.9,-3,4,4
CCN(CC)S(=O)(=O)c1ccc(Cl)c(NC(=O)c2ccncc2)c1,9,1,2,1,-5,-1.5,1,3,1
COc1cc(C(C(=O)NC2CCCCC2)N(Cc2cccs2)C(=O)Cc2c[nH]c3ccccc23)cc(OC)c1OC (stereo unspecified),-10,-3,2,7,7,0.7,4,-1,-5
CNC(=S)SCCOc1ccc(C)cc1,11,17,-7,1,-25,-1.2,20,-16,-3

# Following part
SMILES,CHRM5 PAM,M4 PAM,CHRM5 agonist,CHRM4 agonist,CHRM5 antagonist,CRFR2-BP ag,CRFR2-BP antag,CHRM4 antagonist,IDE cell inh
COc1cccc(C(=O)n2c(SC)nc3cc4c(cc32)OCCO4)c1,-1,15,-1,0,-2,0.2,-13,-4,4
Cc1cc(Br)c(Cl)cc1NC(=O)CN1C(=O)C2C3CC(c4ccccc4)C(C3)C2C1=O (stereo unspecified),0,-5,-3,6,2,-2.3,-13,16,4
O=C(NOCc1ccccc1)c1cccc([N+](=O)[O-])c1,-10,-3,0,1,18,-2.3,-1,0,/
Fc1cccc(-c2n[nH]c(=S)n2-c2ccccc2)c1,-5,-1,1,1,3,-0.4,-7,0,-5
C[C@@H]1CN([C@@H](C)CO)C(=O)c2cc(/C=C/c3ccccc3)cnc2O[C@@H]1CN(C)S(=O)(=O)c1ccc(F)cc1,5,2,0,0,2,0.4,0,4,/
COc1cc(C2CC(c3ccccc3)=NN2c2ccccc2)ccc1OCC(=O)O (stereo unspecified),-1,1,-1,-1,6,-1.5,-17,4,2
COc1cc2c(CCNC(C)=O)c[nH]c2cc1O,3,-3,1,1,-9,-1.7,-5,-4,0
Cc1ccccc1NP(=O)(c1ccccc1)c1nc2ccccc2s1 (stereo unspecified),6,-4,-1,-1,0,-0.8,-9,4,4
CCN(CC)S(=O)(=O)c1ccc(NC(=O)CCN2C(=O)C3CC=CCC3C2=O)cc1 (stereo unspecified),-4,6,2,1,-5,-0.4,-9,-10,-3
O=C(c1ccccn1)c1ncc(C(F)(F)F)cc1Cl,-2,-10,0,0,-7,-1.1,11,9,1
CCOc1ccc(N(C)C(=O)CCc2nnc3ccc(N4CCC5(CC4)OCCO5)nn23)cc1,4,-2,-9,2,7,-1.8,16,-8,-5
CN(C(=O)CC1C(=O)NCCN1Cc1ccc(F)cc1Cl)C1CCCCC1 (stereo unspecified),-4,1,-2,1,-3,0.7,-3,-6,2
COCCCN1C(=O)C(=O)/C(=C(/O)c2ccc3c(c2)CC(C)O3)C1c1cccnc1 (stereo unspecified),6,24,3,1,-5,-0.3,5,0,4
Oc1ccc(Cl)cc1Sc1cc(Cl)ccc1O,-21,-13,0,11,24,5.2,16,22,/
O=C(CCc1ccc(S(=O)(=O)NC2CCCCC2)cc1)NCc1ccc(Cl)cc1,-4,2,0,6,6,-4.4,18,-6,10
S=C(Nc1cccnc1)N1CCN(c2ccccc2Cl)CC1,5,-4,-3,2,0,-0.1,7,-4,1
CCOC(=O)c1c(NS(=O)(=O)Cc2ccccc2)sc2c1CCCC2,-2,27,-1,-3,-7,6.5,-2,-1,-4
O=C(Cc1c(Cl)cccc1Cl)Nc1ccncc1Cl,-4,7,1,6,12,-0.4,-8,1,1
Cn1c(=O)c2c(nc(NCc3cccnc3)n2Cc2cccc(C(F)(F)F)c2)n(C)c1=O,-6,2,-2,4,-5,7.4,-21,-9,5

# 5 successive compounds already listed, quoted:
SMILES,CHRM5 PAM,M4 PAM,CHRM5 agonist,CHRM4 agonist,CHRM5 antagonist,CRFR2-BP ag,CRFR2-BP antag,CHRM4 antagonist,IDE cell inh
COc1cccc(C(=O)n2c(SC)nc3cc4c(cc32)OCCO4)c1,-1,15,-1,0,-2,0.2,-13,-4,4
Cc1cc(Br)c(Cl)cc1NC(=O)CN1C(=O)C2C3CC(c4ccccc4)C(C3)C2C1=O (stereo unspecified),0,-5,-3,6,2,-2.3,-13,16,4
O=C(NOCc1ccccc1)c1cccc([N+](=O)[O-])c1,-10,-3,0,1,18,-2.3,-1,0,/
Fc1cccc(-c2n[nH]c(=S)n2-c2ccccc2)c1,-5,-1,1,1,3,-0.4,-7,0,-5
C[C@@H]1CN([C@@H](C)CO)C(=O)c2cc(/C=C/c3ccccc3)cnc2O[C@@H]1CN(C)S(=O)(=O)c1ccc(F)cc1,5,2,0,0,2,0.4,0,4,/
